Bioassay records (PubChem)
Dengue inhibitors – Dengue virus cytopathic effect inhibitors, cell-based, CPE readout, HTS (AID 540333). Dengue virus CPE inhibition in host cells; active compounds read high. CPE inhibition, % at 20 µM. actives 3.1% (n = 10,000); in the data active = CPE inhibition mostly above about 9.1%, no sharp cut-off; inactive = mostly below about 7.2%
Active calls of the source: *; i = inactive. The list is partial; rates above refer to the full screens.

#	Compound	Dengue inhibitors
1	O=C(CSc1nc2ccccc2c(=O)n1-c1ccc(F)cc1F)Nc1ccc(N2CCOCC2)cc1	0.1
2	C=CCOC(=O)C1=C[C@@H](c2csc3ccccc23)C[C@@H](OCCCCO)O1	2.2
3	CC(=O)c1cccc(NC(=O)C(OC(=O)c2cccs2)c2ccccc2)c1 (stereo not drawn)	0.0
4	CCOC(=O)NC1(C(F)(F)F)NC(=O)N(c2ccc(F)cc2)C1=O (stereo not drawn)	1.5
5	Cc1cc(C)c(C(N)=O)c(SCC(=O)c2cc(C)c(C)cc2C)n1	0.0
6	CCOC(=O)c1cc(-c2ccccc2)n(CCC(=O)N2CCN(c3ccc(OC)cc3)CC2)c1C	1.7
7	CC(C)(Oc1ccc(Cl)cc1)C(=O)N(Cc1ccccc1)c1ccccn1	11*
8	C/C(=N\NC(=O)c1ccccc1F)c1ccc2c(c1)Nc1ccccc1S2	0.6
9	Cc1cccc(C)c1OCc1nc2ccccc2[nH]1	0.2
10	COc1ccc(Cl)cc1NC(=O)[C@@H]1CCCN1C(=O)c1cccs1	0.4
11	O=C(N/N=C/c1c[nH]c2ccc(Br)cc12)c1ccncc1	0.7
12	C/C(CC(=O)NC1CCCC1)=N\NC(=O)c1ccc([N+](=O)[O-])c(Cl)c1	0.4
13	CCOc1ccccc1NC(=O)Nc1ccc(Cl)cc1	1.3
14	O=C(NCc1nc2ccccc2[nH]1)C1=C[C@H](c2coc3ccccc3c2=O)C[C@H](OCCCCO)O1	i
15	C[C@]12C(=O)N(c3ccc(F)cc3)C(=O)N1[C@H]1c3ccccc3OC[C@@H]1[C@H]2c1ccccc1	1.7
16	COC(=O)C1=C(O)/C(=C\c2ccc(CNS(=O)(=O)c3ccc(Cl)cc3)o2)N=C1C	i
17	CCC(=O)Nc1cc(ON=C(C)C)cc([N+](=O)[O-])c1	i
18	Cc1nnc(NC(=O)/C=C/c2ccco2)s1	i
19	COC(=O)C1=C(C(=O)OC)C(c2cc(Br)ccc2O)c2sc(=O)[nH]c2S1 (stereo not drawn)	i
20	Cc1ccccc1NC(=O)CSc1nc(N)c2c3c(sc2n1)CSC(C)(C)C3	16*
21	Nc1nnc(SCC(=O)Nc2ccc3nc(SCC(=O)Nc4ccccc4)sc3c2)s1	2.7
22	CC(C)CN(CC(C)C)C(=O)CCCC(=O)N(CC(C)C)CC(C)C	i
23	COc1ccc(Cl)cc1NC(=O)c1cccc(NC(=O)CCC(=O)O)c1	i
24	CC(=O)/C(=N/Nc1ccc(Br)cc1)Sc1cccc2cccnc12	1.7
25	Cc1ccc(NC(=O)C(c2ccc(Cl)cc2Cl)N2CCCC2)cc1 (stereo not drawn)	11*

Next part; the last 3 above are carried over.
#	Compound	Dengue inhibitors
23	COc1ccc(Cl)cc1NC(=O)c1cccc(NC(=O)CCC(=O)O)c1	i
24	CC(=O)/C(=N/Nc1ccc(Br)cc1)Sc1cccc2cccnc12	1.7
25	Cc1ccc(NC(=O)C(c2ccc(Cl)cc2Cl)N2CCCC2)cc1 (stereo not drawn)	11*
26	CC(C)(C)c1ccc(CS(=O)CC(O)CO)cc1 (stereo not drawn)	0.3
27	O=C(N/N=C1\CCc2ccccc21)c1ccccc1O	i
28	O=c1[nH]c(Cc2ccc(F)cc2)nc2scc(-c3ccc(F)cc3)c12	0.1
29	COc1cc(/C=C/C(=O)O)cc(S(=O)(=O)Nc2cccc(SC)c2)c1OC	i
30	CCNc1nc(NCC)n2c(SCC(=O)Nc3ccc(C(F)(F)F)cc3[N+](=O)[O-])nnc2n1	i
31	COC(=O)c1ccc(NC(=S)NC2CC(C)(C)NC(C)(C)C2)cc1	4.6
32	CCCCn1c(N)c(NCCC)c(=O)[nH]c1=O	i
33	O=[N+]([O-])c1ccccc1OCCOCCOc1cccc2cccnc12	i
34	O=C(COC(=O)c1ccc(Sc2ccccc2)c([N+](=O)[O-])c1)NC1CCS(=O)(=O)C1 (stereo not drawn)	i
35	Cc1scc(C(=O)NNC(=S)NCC2CCCO2)c1-c1ccccc1 (stereo not drawn)	i
36	COc1ccc(S(=O)(=O)N2CCOCC2)cc1NC(=O)CSc1n[nH]c(=O)n1C1CC1	0.2
37	COCCNC(=S)N/N=C(\C)c1ccc2cc(OC)ccc2c1	0.1
38	O=C(COC(=O)Cc1ccc(Cl)cc1)Nc1ccccc1-c1ccccc1	i
39	O=C(CCSc1ccccc1)NCCSCc1ccco1	i
40	Nc1c(Cl)ncnc1N/N=C/c1ccnc2ccccc12	i
41	CCN1CCCC1CN(Cc1cc2ccc(C)cc2[nH]c1=O)C(=S)Nc1ccccc1OC (stereo not drawn)	i
42	CC(=O)c1cccc(NC(=S)NC(=O)c2ccccc2)c1	i
43	CC(=O)Nc1cc(C(=O)N(C)Cc2ccco2)ccc1Sc1ccc(C)cc1	0.4
44	Cc1cc(C(=O)COC(=O)Cc2n[nH]c(=O)c3ccccc23)c(C)n1-c1ccc2c(c1)OCCO2	5.2
45	N/C(=N\OC(=O)CCCc1ccccc1)c1ccccn1	0.1
46	Cc1ccc(S(=O)(=O)CNC(=S)c2cccc(Cl)c2)cc1	1.3
47	CCOc1ccc(C(CC(=O)O)NC(=O)c2cccs2)cc1 (stereo not drawn)	i
48	CCOC(=O)N1CCC(=NNC(=O)COc2cccc(C)c2)CC1	1.0
49	COc1cc2cc(CN(CCc3ccccc3C)C(=S)NCCCN(C)C)c(=O)[nH]c2cc1OC	i
50	O=C1c2cccc3cccc(c23)C(=O)N1CCCN(C(=O)c1cccs1)c1cccc(F)c1	i
51	CCOc1ccc2nc(COC(=O)c3cccs3)c(C(=O)c3ccccc3)[n+]([O-])c2c1	1.1
52	O=C(N/N=C/c1ccccc1[N+](=O)[O-])c1ccc(COc2ccccc2-c2ccccc2)cc1	i
53	CC1=CC2=NC(=O)/C(=C\c3cc(C)n(-c4ccc(F)cc4)c3C)C(=N)N2O1	0.5
54	CCC(=O)Nc1ccc(NC(=O)/C=C/c2ccc(Cl)cc2)cc1	22*
55	CCc1c(C)nc2c(OC)cccc2c1SCCC(=O)O	i
56	CC(=O)c1cccc(NC(=O)COC(=O)[C@@H](NC(=O)OCc2ccccc2)C(C)C)c1	0.1
57	CN(C)C(=O)c1c([N+](=O)[O-])ncn1C	0.7
58	CCOC(=O)/C=C/[C@H]1CC(c2ccccc2)(c2ccccc2)CO1	0.1
59	CC(C)CC1Nc2ncnc(N3CCN(c4ccccn4)CC3)c2N(Cc2ccccc2)C1=O (stereo not drawn)	1.4
60	COc1ccc(C2c3c(ncn(Cc4ccco4)c3=N)Oc3ccc4ccccc4c32)cc1 (stereo not drawn)	i
61	COc1cccc(C(=O)NCCOc2cc(C)cc(C)c2)c1	0.4
62	Cn1c2ccccc2c(=O)c2c(=O)n(C3CCCCC3)c(-c3ccco3)nc21	10
63	CC1CC(C)CN(CC(O)COCCOc2ccc(Br)cc2)C1 (stereo not drawn)	0.1
64	Cc1ccccc1Nc1nnc(SCC(=O)c2cc3ccccc3o2)s1	0.5
65	COc1cccc(NC(=O)Nc2cc(NC(=O)Nc3cccc(OC)c3)c(C)nc2C)c1	0.1
66	Cc1ccc(S(=O)(=O)N2CCCOC2CNC(=O)C(=O)NCCCn2ccnc2)cc1 (stereo not drawn)	i
67	COc1ccccc1CNC(=O)C(NS(=O)(=O)c1ccc2c(c1)OCCO2)C(C)C (stereo not drawn)	i
68	Cn1cnnc1SCC(=O)c1cccc([N+](=O)[O-])c1	i
69	O=C(c1cccc(S(=O)(=O)N2CCc3ccccc3C2)c1)N1CCN(c2ccccc2)CC1	3.0
70	Cc1cccc(/C=C2\Oc3cc(OS(C)(=O)=O)ccc3C2=O)c1	2.3
71	Cn1c(N)c(C(=O)c2ccc(C#N)cc2)c(=O)n(C)c1=O	i
72	O=C(Nc1cccc2nsnc12)c1cccnc1Cl	i
73	COCCNC(=O)c1cc(-c2ccccc2)n(Cc2cc(C)no2)n1	0.5
74	Cc1cccc(C(C)C)c1NC(=O)COC(=O)Cc1ccsc1	i
75	COc1ccc(Cc2nc3ccccc3n2CC(=O)N/N=C/c2ccccc2)cc1OC	12

Continuation:
#	Compound	Dengue inhibitors
76	Cc1cc(C)n(-c2ccc(C(=O)OCC(=O)Nc3cc(Cl)ccc3[N+](=O)[O-])cc2)n1	0.3
77	C[C@@H]1NC(=O)c2cc([N+](=O)[O-])cc(I)c2NCCCC[C@@H](C(N)=O)NC(=O)[C@H](CCC(=O)O)NC1=O	i
78	CCN1CCN(CC(O)COc2ccc3c(c2)CCC3)CC1 (stereo not drawn)	0.8
79	COc1ccc(C2=NN(C(=O)CSc3nc4ccccc4s3)C(c3ccc(OC)cc3)C2)cc1 (stereo not drawn)	3.0
80	COc1ccc(C(=O)NNC2CC(=O)N(Cc3ccc(Cl)cc3)C2=O)cc1OC (stereo not drawn)	0.3
81	O=C(Nc1cccc(Oc2ccc3c(c2)C(=O)NC3=O)c1)c1cccs1	0.4
82	CN1CCN(C(=O)C2=C[C@H](c3ccc(C(F)(F)F)cc3)C[C@H](OCCCCO)O2)CC1	0.2
83	COc1ccccc1NC(=S)N1CCOCC1	0.3
84	Cc1cccc(OCCC(=O)NCC(=O)Nc2c(C)cccc2C)c1	0.8
85	Cc1cccc(C(C)C)c1NC(=O)c1ccc(CN(c2ccccc2)S(=O)(=O)c2ccccc2)cc1	1.4
86	CCO[C@H]1OC(C(N)=O)=C[C@@H](C(C)(C)C)[C@@H]1CCCO	i
87	O=C(Nc1cc(Oc2ccc(Cl)cc2)cc([N+](=O)[O-])c1)c1ccco1	3.3
88	CCCNC(=S)N1CCN(C(c2ccccc2)c2ccccc2)CC1	9.3
89	O=C(Nc1nnc(SCc2ccc(Cl)cc2)s1)c1cnccn1	i
90	COc1ccc(NC(=O)c2cc(-c3ccccc3)oc2C)cc1	0.2
91	COCCCNC(=S)NC(=O)c1ccc([N+](=O)[O-])cc1	0.2
92	Cc1ccc(NC(=O)CN(C)C(=O)CCOc2cccc(C)c2)cc1	i
93	Cc1nn(CC(=O)Nc2cc(S(=O)(=O)N(C)C)ccc2Cl)c(C)c1[N+](=O)[O-]	i
94	O=C(CNC(=O)C(c1ccccc1)c1ccccc1)N/N=C\c1ccc2c(c1)OCO2	1.0
95	CCC(CC)Nc1ccc(C(CC(N)=O)NC(=O)c2ccccc2)cc1[N+](=O)[O-] (stereo not drawn)	i
96	CCCOc1ccc(C(O)CCNC(CC(=O)O)c2ccccc2)cc1 (stereo not drawn)	0.3
97	COc1ccc(CCCCCCOCc2ccccc2)cc1	i
98	O=C(COc1ccc(/C=N/NC(=O)CSCc2ccc([N+](=O)[O-])cc2)cc1)NCc1ccco1	0.3
99	O=C(CSCc1ccc(F)cc1)Nc1ccccc1C(=O)N1CCOCC1	i
100	O=C(COc1ccccc1[N+](=O)[O-])N/N=C/c1cccs1	i
101	COc1ccc(C(=O)NC(=S)Nc2nnn(C)n2)cc1	2.2
102	CCc1ccc(N(C(=O)Cn2nnc(-c3ccccc3)n2)C(C(=O)NC2CCCCC2)c2ccccn2)cc1 (stereo not drawn)	2.8
103	N#Cc1c(NC(=O)C2CC=CCC2C(=O)O)sc2c1CCCCCC2 (stereo not drawn)	i
104	S=C(Nc1ccc(Oc2ccccc2)cc1)NC1CCCC1	0.3
105	NC(=O)c1ccccc1NC(=S)NC(=O)CCc1ccccc1	i
106	CC1(C)OC(=O)C(=NNc2ccccc2)C(=O)O1	i
107	CCN(C(=S)NC(=O)c1ccccc1Br)C1CCCCC1	i
108	CSc1ncccc1C(=O)OCC(=O)Nc1ccc(S(=O)(=O)N2CCCC2)cc1	i
109	COc1cccc(NC(=S)N2CCc3cc(OC)c(OC)cc3C2COc2ccc3c(C)cc(=O)oc3c2)c1 (stereo not drawn)	0.5
110	CNC(=S)N(Cc1cccs1)Cc1cc2cc(OC)c(OC)cc2[nH]c1=O	i
111	CN(/N=C\c1ccc(O)c(O)c1)c1nc(-c2ccccc2)cc(-c2ccccc2)n1	i
112	CN(CC(=O)Nc1ccc(C#N)cc1)CC(=O)Nc1ccc(N2CCOCC2)cc1	0.5
113	COC(=O)c1ccc(NC(=O)C(=O)N2CCN(C(=S)Nc3ccc(C)cc3)CC2)cc1	0.8
114	CCOc1ccc(S(=O)(=O)Nc2ccc(C(=O)N/N=C/c3c(C)nn(-c4ccccc4)c3N3CCCC3)cc2)cc1	0.7
115	CCOc1ccc(Cn2c3ccc(OC)cc3c3nc4ccccc4nc32)cc1	6.1
116	CCOC(=O)C1=CC[C@H]2c3c(c4ccc(OC)cc4n3C)C(=O)C1N2S(=O)(=O)c1ccc(C)cc1	0.3
117	COc1ccc(CCNc2cc(C)nc3c(-c4ccccc4)c(C)nn23)cc1OC	0.3
118	COC(=O)Oc1ccc(/C=C/C(=O)OC(C)C)cc1OC(=O)OC	i
119	Cc1ccc(C)c(-n2cc(-c3ccc(Cl)cc3)nc2SCC(=O)NC2CCS(=O)(=O)C2)c1 (stereo not drawn)	1.8
120	COc1ccc(OC)c(C(=O)c2ccc(C(=O)Nc3ccc4ccccc4c3)cc2)c1	3.2
121	COc1ccc(NC(=O)C(c2ccc(C)cc2)N(C)C(=O)c2ccc(=O)[nH]c2)cc1 (stereo not drawn)	0.3
122	Cc1cc(NC(=O)/C=C/c2ccccc2Cl)no1	6.1
123	Cc1csc(NC(=O)Cc2ccccc2[N+](=O)[O-])n1	0.2
124	CC(C)(C)C1CCC(=O)N(CCOc2ccccc2)CC1 (stereo not drawn)	1.1
125	COc1ccc(NC(=O)CCNS(=O)(=O)c2cccc3nsnc23)cc1OC	i
126	O=C(Nc1cccc(S(=O)(=O)N2CCCCC2)c1)c1ccccc1NS(=O)(=O)c1ccc(F)cc1	2.9
127	Cc1ccc(-c2nnc3ccc(SCC(=O)N4CCCc5ccccc54)nn23)cc1	i
128	Cc1ccc(NC(=O)CSc2ccccc2NC(=O)c2ccccc2Cl)cc1Cl	9.3

4 entries already listed, sorted by molecular weight, high to low.
#	Compound	Dengue inhibitors
114	CCOc1ccc(S(=O)(=O)Nc2ccc(C(=O)N/N=C/c3c(C)nn(-c4ccccc4)c3N3CCCC3)cc2)cc1	0.7
109	COc1cccc(NC(=S)N2CCc3cc(OC)c(OC)cc3C2COc2ccc3c(C)cc(=O)oc3c2)c1 (stereo not drawn)	0.5
108	CSc1ncccc1C(=O)OCC(=O)Nc1ccc(S(=O)(=O)N2CCCC2)cc1	i
106	CC1(C)OC(=O)C(=NNc2ccccc2)C(=O)O1	i
